Assay outcomes: PubChem, several laboratories
Mot1-301 SUMO: inhibitors of SUMOylation pathway: yeast Mot1-301 growth rescue; S. cerevisiae Mot1-301 growth rescue, ATP luminescence, 38.5C; percent above DMSO median, 100 means doubled; growth rescue, % at 18.8 µM; 1% of 320,000 active;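 active = every valid replicate shows activation above 250% relative to neutral control wells; inactive = the rest, any valid replicate at or below 250%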;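 note: OY570 slx delta 5 strain wells were the positive control but not used for scaling; some compounds called inactive have numbers as strong as hits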
MOR-DOR ag: agonists of human mu-delta opioid receptor heterodimerization. P35372+P41143. cells, OPRM1-OPRD1 heterodimerization, luminescence. 0.3% of 340,000 active. activation, % at 9.3 µM; in the data active = activation above about 18%;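 note: 0% = vehicle-treated cells and 100% = reference agonist; values of inactives mirror those of a sister screen read the other way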
Tat transport: E. coli Tat transport inhibition | inhibition, % at 10 µM | 0.036% of 340,000 active | AID 488895 | E. coli MC4100 TorA-mCherry Tat export, fluorescence;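 active = mean replicate inhibition at least 50% and at least half of replicates individually reaching 50%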;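 note: exported cargo escapes ClpAP degradation while cytoplasmic cargo is degraded and loses fluorescence; 0% = median of neutral control wells and 100% = median of NaSCN control wells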
HTR5A inv ag: counter-screen for OPRM1-OPRD1 inverse agonists: human HTR5A inverse agonism. P47898. inhibition, % at 9.3 µM. HTR5A cell line, luminescence. AID 504634. 0.083% of 340,000 active; in the data active = inhibition mostly above about 23%, no sharp cut-off; inactive = mostly below about 18%;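 note: 0% = cells with DMSO and 100% = no-cell wells with DMSO; some compounds called inactive have numbers as strong as hits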
Target sequence (P47898 whole entry, looked up): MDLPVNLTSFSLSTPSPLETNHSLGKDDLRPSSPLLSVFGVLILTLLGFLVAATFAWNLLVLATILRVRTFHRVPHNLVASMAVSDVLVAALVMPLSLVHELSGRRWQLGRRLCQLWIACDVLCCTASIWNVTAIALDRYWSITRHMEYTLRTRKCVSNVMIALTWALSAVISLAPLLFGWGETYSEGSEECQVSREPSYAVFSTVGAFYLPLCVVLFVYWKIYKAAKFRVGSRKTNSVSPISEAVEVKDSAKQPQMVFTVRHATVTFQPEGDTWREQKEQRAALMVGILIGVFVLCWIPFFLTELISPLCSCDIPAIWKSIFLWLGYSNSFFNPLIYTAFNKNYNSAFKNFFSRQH
PKA-R2B activ: PKA-R2B complex activation; P22694+P31323; PKA-R2B holoenzyme dissociation, Cy5-IP20 fluorescence polarization; R2B truncated from residue 108, S112A mutant; 0% DMSO only, 100% 113 µM cGMP; activation, % at 11.4 µM; 0.079% of 340,000 active;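 active = activation above a cutoff set at the mean over all compounds plus 3 SD, cut at about 18% in these data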;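 note: higher means more holoenzyme dissociation and a rise in polarization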
Target sequence (P31323 whole entry, looked up, other chains not shown, the tested form may be a part): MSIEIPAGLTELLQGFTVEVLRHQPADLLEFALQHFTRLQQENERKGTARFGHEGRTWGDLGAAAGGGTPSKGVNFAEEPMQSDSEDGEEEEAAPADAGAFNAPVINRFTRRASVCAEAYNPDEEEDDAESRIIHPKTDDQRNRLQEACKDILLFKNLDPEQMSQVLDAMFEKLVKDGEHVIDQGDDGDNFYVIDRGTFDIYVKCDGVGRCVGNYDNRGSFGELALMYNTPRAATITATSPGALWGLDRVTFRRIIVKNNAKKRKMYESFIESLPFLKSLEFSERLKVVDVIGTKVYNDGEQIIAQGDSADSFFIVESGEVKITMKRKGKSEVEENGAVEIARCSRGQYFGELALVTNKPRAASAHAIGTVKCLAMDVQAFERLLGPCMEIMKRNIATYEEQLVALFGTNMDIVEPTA
PKA-R1A act: activators of PKA-R1A complex | AID 504707 | PKA-R1A dissociation, Cy5-IP20 fluorescence polarization; scaled: DMSO 0%, 113 µM cGMP 100% | 0.083% of 340,000 active | activation, % at 11.4 µM | P00514+P68181;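 active = percent activation above the mean of all tested compounds plus 3 SD, cut at about 19% in these data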;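 note: higher means more PKAc released from R1A so a rise in polarization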
PfHsp90 set2: inhibits growth of yeast expressing Plasmodium falciparum Hsp90. 0.32% of 310,000 active. inhibition, % at 9.4 µM. S. cerevisiae expressing PfHsp90, BacTiter-Glo ATP, 48 h; yeast lacking PDR1 and PDR3 efflux regulators;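 active = every replicate shows inhibition above about 80%, whatever the replicate mean, limit read from the data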;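 note: 0% = DMSO neutral controls and 100% = 20 µM radicicol positive controls; yeast relying on Plasmodium falciparum Hsp90 in place of its own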
AddAB inh: less growth of phage-infected E. coli with AddAB; inhibition, % at 11.9 µM; 0.29% of 330,000 active; AID 435030; E. coli expressing H. pylori AddAB, absorbance growth; in the data active = inhibition above about 12%;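 note: 0% = vehicle wells of infected cells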
OPRM1-OPRD1 inv: inverse agonists of human mu-delta opioid receptor heterodimerization. P35372+P41143. cell-based MOR-DOR heterodimer luminescence, inverse agonism. inhibition, % at 9.3 µM. 0.21% of 340,000 active; in the data active = inhibition above about 22%, passing the limit was not always enough;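 note: 0% = cells with DMSO and 100% = wells without cells with DMSO; values of inactives mirror those of a sister screen read the other way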
phage Ecoli inh: E. coli growth loss with phage present; inhibition, % at 11.9 µM; growth absorbance; 0.26% of 360,000 active; in the data active = inhibition above about 11%
E coli growth: counter-screen for AddAB inhibitors: E. coli growth inhibition. 0.27% of 330,000 active. inhibition, % at 11.9 µM. E. coli V3065 growth, OD600 absorbance, 18 h;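 active = inhibition above the campaign's mean inhibition across all tested compounds plus 3 SD, cut at about 9.9% in these data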;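 note: uninfected addAB+ strain grown without phage in ampicillin broth; 0% = DMSO wells and 100% = ciprofloxacin 0.95 µg/ml wells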
* hit, by the source's call; nt = no result given; + = active, no number.

SMILES	Mot1-301 SUMO	MOR-DOR ag	Tat transport	HTR5A inv ag	PKA-R2B activ	PKA-R1A act	PfHsp90 set2	AddAB inh	OPRM1-OPRD1 inv	phage Ecoli inh	E coli growth
C/C(=N\O)C(C)(C)Nc1cccc(F)c1	-6.5	-3.2	-3.4	-3.4	7.2	-3.0	-20.4	5.5	15.5	0.9	3.8
O=C(CS(=O)(=O)c1ccccc1)N1CCc2ccccc21	-3.7	-1.1	-3.4	8.7	15.5	3.0	21.7	-0.7	5.2	4.4	-2.5
NS(=O)(=O)c1ccc(CCNC2CC(=O)N(CCc3ccccc3)C2=O)cc1 (centres undefined)	6.4	3.1	-10.0	12.1	8.7	-4.3	10.9	1.6	-13.0	1.1	-1.5
COc1ccc(NC(=S)N2CCNC(=O)C2CC(=O)Nc2cccc(Cl)c2C)cc1 (centres undefined)	17.0	-1.6	2.6	-4.1	-6.0	1.1	5.7	1.6	10.7	3.6	-2.2
CC(C)CC1=C/C(=C/c2ccc(-c3ccccc3)o2)C(=O)O1	-14.6	-2.3	-5.5	-18.6	-6.7	-8.1	-1.8	-1.2	11.6	3.5	0.2
CCN(CC)c1ccc(C(=O)NNC(=O)CN2C(=O)NC3(CCCCC3)C2=O)cc1	7.7	-1.2	-5.9	22.3	-2.8	-3.8	nt	0.8	8.2	0.0	3.0
Cc1ccc(/C=C2/NC(=O)N(Cc3ccccc3)C2=O)o1	-11.8	0.1	26.2	5.2	-9.5	-9.4	7.2	1.9	-0.6	5.2	-0.3
COc1cccc(CNC(=O)CN(C)S(=O)(=O)c2ccc3c(c2)n(C)c(=O)c(=O)n3C)c1	-14.0	-3.5	-3.0	6.2	4.0	-1.1	7.8	4.4	17.9	1.9	-1.4
Cc1ccc(NC(=O)CCNS(=O)(=O)c2ccc3[nH]c(=O)oc3c2)c(C)c1	2.3	-3.9	-6.1	-14.9	-6.8	-12.6	-1.5	2.7	19.3	0.4	-0.9
COc1cc(C(=O)N2CCN(C(=O)Cc3ccccc3)CC2)cc(OC)c1OC	37.4	-2.5	2.0	-2.4	2.8	-6.3	3.8	1.9	10.5	0.3	-2.6
CC(=O)N1CCN(C(=O)C2(NC(=O)Nc3ccccc3Cl)CCCCC2)CC1	77.8	-1.1	7.3	-4.1	-6.9	-0.2	21.1	4.1	8.2	1.4	1.1
O=C(Nc1ccc(Br)cn1)c1ccc([N+](=O)[O-])o1	-35.5	8.1	-27.4	0.9	7.2	5.2	-87.7	97.7*	-52.7	15.1*	32.3*
CN(CC(=O)Nc1ccccc1Br)C(=O)c1n[nH]c2ccccc12	nt	0.7	5.4	-10.7	-6.0	7.2	24.1	nt	-4.6	6.3	nt
CCCNc1nc(-c2ccccc2)c(C(=O)OCC)cc1C#N	4.3	5.0	11.6	-7.0	3.0	-5.3	-21.0	2.7	-21.2	2.7	1.4
Cc1ccc(N=Cc2ccc(N(C)C)cc2)cc1	-3.6	-1.1	-9.8	2.5	7.2	7.5	-5.7	5.1	6.6	1.2	-1.6
Cc1cc2c(NC(=O)CCCC(=O)O)cccc2nn1	-15.3	-1.4	1.9	5.3	-1.3	-3.1	-20.1	-0.1	7.0	5.4	-1.1
Cc1cccc(NC(=S)N2CCN(c3cc(C)ccc3C)CC2)c1	48.4	4.7	0.2	-31.0	-9.2	-4.1	-15.1	2.6	-24.4	3.7	1.0
COc1cc(/C=C/C(=O)NC(C)(C)C)ccc1OCc1ccccc1	-10.0	-2.2	-4.4	10.8	1.8	-0.8	-6.1	2.6	11.6	0.5	2.0
N=c1c2c(n(Cc3ccc(Cl)c(Cl)c3)c3c1CCC3)CCCC2	+	-2.1	1.8	-16.2	-10.6	-8.8	3.7	4.8	10.7	3.1	1.1
CCC(=O)Nc1cccc(NC(=O)CSc2nnc(-c3ccc(NS(C)(=O)=O)cc3)n2CC)c1	9.2	-2.0	-3.8	-4.8	12.8	-3.7	nt	1.6	9.7	1.6	2.3
CCOc1ccccc1C1c2[nH]c3ccccc3c2C[C@H]2C(=O)N(C3CC3)CC(=O)N12 (some centres undefined)	-3.3	-1.6	0.4	8.9	12.2	-2.3	10.0	-0.1	8.4	-0.9	-2.2
Fc1cccc(CSc2ccc3nnc(-c4ccccn4)n3n2)c1	2.1	0.4	-3.7	-6.7	4.7	-0.3	nt	2.5	-2.0	3.0	-1.3
COc1cc(OC)cc(C(=O)NCCc2cnc[nH]2)c1	-6.3	-3.3	-1.4	-6.5	3.3	4.9	20.8	1.1	15.4	2.5	0.3
CC(=O)N1CCN(S(=O)(=O)c2ccc(C)c([N+](=O)[O-])c2)C1C(C)C (centres undefined)	-18.3	-1.2	-3.5	-2.1	-7.8	-1.9	-20.2	2.1	7.0	4.2	-0.9
O=C(NC1C2CCCC1CN(C1CC1)C2)c1ccc(Cl)cc1 (centres undefined)	-19.3	7.6	-6.4	0.1	-4.7	-2.6	-9.6	nt	-36.9	0.2	nt
(cont.)
SMILES	Mot1-301 SUMO	MOR-DOR ag	Tat transport	HTR5A inv ag	PKA-R2B activ	PKA-R1A act	PfHsp90 set2	AddAB inh	OPRM1-OPRD1 inv	phage Ecoli inh	E coli growth
Cc1c(CCC(=O)NCCCn2ccnc2)c(=O)oc2cc3oc4c(c3cc12)CCCC4	2.6	-3.1	15.8	10.8	0.0	-11.3	-1.8	5.2	15.9	1.0	-0.8
C/C(=N\Nc1ccc(Cl)cc1)c1c(O)cc(C)oc1=O	331.6*	nt	-5.8	nt	nt	nt	3.7	-1.2	nt	2.8	-0.5
CC(C)=CCN1CCN(Cc2cccc3nccnc23)CC1CCO (centres undefined)	-16.0	1.0	1.8	10.9	6.5	1.3	-27.8	1.4	-5.1	2.8	1.3
S=C(NCC1CCCCC1)Nc1ccc(Oc2ccccc2)cc1	36.8	5.6	-9.9	0.1	-14.7	-4.7	-9.6	2.8	-27.6	7.6	3.2
O=[N+]([O-])C1=CC=C2C(=NC3(CCCCC3)N2O)C1=NCCc1ccccc1	nt	-1.3	-4.5	5.1	-3.4	-7.1	8.6	nt	6.9	0.8	nt
CC1CC(C)(C)NC(=S)N1CCC(=O)Nc1ccc2c(c1)OCCO2 (centres undefined)	150.7	-2.0	1.6	3.8	-5.9	-0.9	9.6	3.0	10.2	-1.8	3.5
COC(=O)c1ccc(CO/N=C(\NC(C)=O)c2nonc2NC(C)=O)cc1	113.2	-2.7	4.1	-6.8	-7.1	-7.7	-40.9	1.2	14.4	4.0	-0.5
Cc1ccc2c(c1)N(C(=O)CCC(=O)NCc1cccnc1)CC(C)O2 (centres undefined)	2.6	-1.7	1.3	-1.2	1.5	-11.0	1.7	-1.1	10.1	1.5	-0.4
CCC[C@@H]1CCCO[C@@](C(=O)NCc2cc(C)n(C)n2)(C(F)(F)F)C1	160.8	-2.0	5.4	12.8	6.7	-3.6	9.5	2.8	11.8	-0.5	0.5
O=C(NCCc1ccccc1)C(c1ccccc1F)N(C(=O)c1csnn1)C1CC1 (centres undefined)	22.8	-1.6	-1.6	2.7	-13.4	-0.2	-13.3	3.1	10.1	-0.9	-0.4
O=C1NC(=NCc2ccccc2)S/C1=C/c1ccc(O)cc1	1.1	-3.6	-10.7	-13.3	4.4	-4.7	2.5	0.7	21.9	3.2	0.6
C#CCN(Cc1ccco1)C(=O)c1cc(COc2ccc(F)cc2Cl)on1	18.4	3.3	2.7	-1.7	-4.8	15.2	-20.4	2.6	-16.8	1.0	1.0
O=C(N/N=C/c1ccc2nccnc2c1)c1ccncc1	-5.7	-2.3	0.5	-26.1	-5.6	4.9	10.1	2.2	11.8	3.1	0.8
COc1ccc(N(CC(=O)N2CCN(Cc3ccccc3)CC2)S(=O)(=O)c2ccccc2)cc1	1.5	-2.1	3.4	-6.1	7.1	3.3	-9.1	-0.1	11.1	0.5	1.4
CCC(C)NS(=O)(=O)c1ccc(S(=O)(=O)N2CC=C(c3ccc(F)cc3)CC2)cc1 (centres undefined)	-0.7	1.8	5.3	-1.6	-1.4	-10.4	-5.4	2.7	-9.2	-1.7	0.3
COc1ccc(/C=N/NC(=O)CN2CCCCCCC2)c(C)c1C	23.2	0.5	-4.7	-28.5	-12.1	-5.3	9.2	0.5	-2.7	0.3	0.8
COc1cccc(N2CCN(c3c4c(nc5ncnn35)CCC4)CC2)c1	-1.9	1.2	-0.8	-0.7	2.3	-1.8	nt	4.6	-6.8	-0.3	2.2
COC(=O)c1cc(S(=O)(=O)Nc2cccc(S(N)(=O)=O)c2)oc1C	-13.3	-2.2	5.9	-24.2	-3.7	0.1	12.9	2.0	11.0	-1.1	0.2
COC(=O)C(C(=O)OC)N1C(=O)CCC1=O	-2.2	-1.3	-1.9	7.8	2.5	-3.0	-4.9	2.2	6.9	1.9	0.4
O=C(O)c1ccc(N2CCS(=O)(=O)CC2)cc1	-4.0	-1.2	-0.4	0.6	-14.2	-5.7	-8.8	-2.0	6.0	3.4	-2.8
Cc1ccc2nsnc2c1NC(=O)CCl	-12.3	-0.9	-7.1	3.3	-1.7	-7.9	-8.5	-1.9	4.9	2.5	-2.2
CCCCCCCCCCCCCC(=O)NO	nt	0.0	-1.6	-27.2	-1.1	-3.1	107.1*	nt	0.1	5.3	nt
Cn1cccc1/C=N/N1CCN(Cc2ccc(Cl)cc2)CC1	3.8	0.6	-2.6	-4.4	-9.1	-6.8	3.5	1.3	-2.9	4.4	2.6
COc1ccc(Oc2coc3c(CN(C)C)c(O)ccc3c2=O)cc1	151.7	-1.5	-2.1	7.3	2.5	-2.1	-8.0	-2.9	8.0	2.2	0.9
COC(=O)COc1cc(OCC(=O)OC)c2c(-c3ccccc3)cc(=O)oc2c1	6.5	-2.1	-1.3	4.6	1.9	8.1	-4.5	2.3	10.0	1.1	4.0
Next part
SMILES	Mot1-301 SUMO	MOR-DOR ag	Tat transport	HTR5A inv ag	PKA-R2B activ	PKA-R1A act	PfHsp90 set2	AddAB inh	OPRM1-OPRD1 inv	phage Ecoli inh	E coli growth
CC(C)(C)C(=O)Nc1ccccc1N1CCN(c2ccc(F)cc2)CC1	22.9	-2.1	-0.9	1.6	6.3	2.5	0.6	0.2	9.6	3.7	-0.7
COc1c(C)cccc1C(=O)Nc1cc(Cl)ccc1N1CCOCC1	14.6	0.1	7.6	-8.3	-18.0	3.0	-43.3	2.6	-0.3	3.2	-1.1
CC(=O)NC(=S)Nc1cccc2ccc(C)nc12	-12.7	-3.2	-11.8	-5.0	-0.9	0.5	-2.1	4.0	16.1	1.1	-0.2
Cn1nnc(NC(=O)COc2ccc(C3CCCCC3)cc2)n1	12.5	-1.0	-3.6	-0.7	-1.6	2.7	-12.0	3.8	5.5	3.2	2.6
Cc1csc(NC(=O)Cc2c[nH]c3ccccc23)n1	nt	-2.6	-5.0	12.5	3.7	-4.1	-4.8	10.9	12.8	3.6	4.3
O=C(Cn1c(=O)n(Cc2ccccc2)c(=O)c2ccccc21)NCc1ccco1	63.2	-0.5	-1.4	8.8	-10.6	2.9	-24.0	2.5	2.9	0.8	-4.0
CCNC(=O)NC(=O)C(C)OC(=O)c1cc(S(=O)(=O)N2CCCCCC2)ccc1OC (centres undefined)	155.3	-1.5	2.2	-16.3	2.5	3.0	19.5	0.3	8.4	3.2	-0.1
